OXTR potentiate – potentiators of human oxytocin receptor. activation, % at 3 µM. 320,000 compounds, 0.061% hits. CHO-OTR cells, Fluo-8 calcium fluorescence, potentiator mode; 0% = oxytocin EC15, 100% = EC100. P30559;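 active = activation above that plate's cutoff, the mean activation of tested compounds plus 3 SD, cut at about 6.6% in these data, passing the limit was not always enough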;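 also: 100% uses oxytocin at 75 nM as the full agonist control; some results filed as inactive read as strong as hits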
Target sequence (P30559 whole entry, looked up): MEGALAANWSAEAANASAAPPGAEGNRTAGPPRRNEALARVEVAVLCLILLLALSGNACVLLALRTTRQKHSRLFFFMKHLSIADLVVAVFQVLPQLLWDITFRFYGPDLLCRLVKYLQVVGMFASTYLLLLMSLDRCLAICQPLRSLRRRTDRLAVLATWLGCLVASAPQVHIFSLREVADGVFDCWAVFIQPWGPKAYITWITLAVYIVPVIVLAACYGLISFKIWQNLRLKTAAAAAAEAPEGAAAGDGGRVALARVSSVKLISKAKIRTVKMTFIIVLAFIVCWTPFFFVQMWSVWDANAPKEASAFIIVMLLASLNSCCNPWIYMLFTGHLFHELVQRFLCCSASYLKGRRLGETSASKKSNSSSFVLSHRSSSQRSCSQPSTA
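Assay system: CHO cell line stably expressing human OTR. Reagent: EC15 oxytocin agonist. Dosing: single dose, 3.0 µM nominal final compound concentration. Timing: compound 6 min at room temperature before oxytocin, 100 s read. Signal: kinetic Fluo-8 calcium fluorescence. Controls: oxytocin EC15 low and EC100 high.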
CHO parental Ca – counter-screen for OX1R antagonists: effect in parental CHO cells. 330,000 compounds, 0.63% hits. parental CHO-K1, ATP-induced calcium, Fluo-8 fluorescence. inhibition, % at 5.6 µM;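 active = inhibition above that plate's mean sample inhibition plus 3 SD, cut at about 26% in these data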;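 also: 0% = ATP-challenged DMSO wells and 100% = DMSO wells without ATP; some compounds past the cut are filed as inactive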
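Assay system: parental CHO cells; Read-out basis: percent inhibition of ATP-evoked calcium rise, normalized to controls; Benchmarks: ATP and no-ATP DMSO wells; Compound dosing: single nominal dose of 5.6 µM per compound; Signal: Fluo-8 calcium dye fluorescence; Also added: ATP as calcium-mobilizing challenge; Repeats: singlicate.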
M1 antag – human CHRM1 antagonism. P11229. 360,000 compounds, 1.3% hits. inhibition, % at 3 µM. AID 588852. CHO-K1 hM1, Fluo-8 calcium fluorescence, ACh EC80 antagonist;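 active = percent inhibition above its own plate's cutoff, namely the mean of that plate's compound wells plus 3 SD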;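 also: peak over basal fluorescence ratio during 140 s after agonist addition; 0% = ACh EC80 plus DMSO and 100% = DMSO alone without agonist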
CHO-K1 Ca PAM – counter-screen for M1 PAMs: effect in parental CHO-K1 cells. ATP EC20, Fluo-8 calcium fluorescence; 0% at ATP EC20, 100% at ATP max. 360,000 compounds, 0.02% hits. activation, % at 3 µM;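 active = activation above the run cutoff, the mean activation of all test compounds plus 3 SD, cut at about 40% in these data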;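 also: peak over basal fluorescence ratio in a 140 s read after ATP addition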
TAAR1 antagonist – human TAAR1 antagonism; inhibition, % at 3 µM; 360,000 compounds, 1.5% hits; CHO RD-HGA16 TAAR1, Fluo-8 calcium fluorescence, antagonist;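 active = inhibition above a per-plate cutoff, the mean inhibition of test compounds on that plate plus 3 SD, cut at about 49% in these data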;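 also: 0% = DMSO plus EC80 beta-PEA response and 100% = DMSO alone without agonist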
Target sequence (Q96RJ0 whole entry, looked up): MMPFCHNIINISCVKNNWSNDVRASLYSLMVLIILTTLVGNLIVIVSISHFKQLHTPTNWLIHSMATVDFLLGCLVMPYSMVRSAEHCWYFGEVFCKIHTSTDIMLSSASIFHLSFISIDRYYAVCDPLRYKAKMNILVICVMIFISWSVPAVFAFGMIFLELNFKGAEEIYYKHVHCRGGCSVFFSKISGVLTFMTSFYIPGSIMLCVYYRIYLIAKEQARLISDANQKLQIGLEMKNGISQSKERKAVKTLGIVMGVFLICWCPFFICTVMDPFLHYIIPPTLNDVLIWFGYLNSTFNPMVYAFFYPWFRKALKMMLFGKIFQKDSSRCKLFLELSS
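Test system – hTAAR1-expressing CHO RD-HGA16 cells, Gα16-coupled · Also added – β-PEA at EC80 concentration, post-compound challenge · Compound – 3 µM, single point · Incubation – dye loading 75 min at 37 °C, then 30 min room temperature · Measured by – Fluo-8 intracellular calcium dye fluorescence, real-time kinetic reads · Benchmarks – vehicle and agonist controls · Replicates – singlicate, one well per test compound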
M1 ag – human M1 muscarinic receptor agonism. P11229. AID 588814. CHO-K1 hM1, Fluo-8 calcium fluorescence, agonist mode; 0% DMSO, 100% acetylcholine EC100. 360,000 compounds, 0.33% hits. activation, % at 3 µM;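 active = activation above the run's mean compound activation plus 3 SD, cut at about 16% in these data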;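 also: peak over basal fluorescence ratio within a 140 s kinetic read after compound addition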
CHO-K1 Ca ag – nonselective activator or artifact in parental CHO-K1 cells; Fluo-8 calcium fluorescence; scaled to maximal ATP response, vehicle zero; activation, % at 3 µM; 360,000 compounds, 0.48% hits; AID 602248; in the data active = activation above about 15%;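 also: untransfected CHO-K1 host cells lacking M1 receptor as counterscreen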
TAAR1 ag – human TAAR1 agonism | CHO RD-HGA16 TAAR1, Fluo-8 calcium fluorescence; vehicle wells 0%, saturating PEA agonist 100% | Q96RJ0 | activation, % at 3 µM | 360,000 compounds, 0.99% hits;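 active = activation above the mean activation of all test compounds in the run plus 3 SD, cut at about 38% in these data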
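Test system: RD-HGA16 (CHO) cells co-expressing Gα16 and hTAAR1 | Doses: Single dose, 3 µM | Schedule: 17-24 h seeding, 75 min 37 °C dye, 30 min RT | Evaluation: % activation from peak over basal fluorescence ratio, DMSO-to-PEA scaled | Technique: Kinetic Fluo-8 calcium fluorescence | Benchmarks: Low control DMSO, high control PEA (EC100)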
CHO-K1 Ca antag – M1 antagonist counterscreen hit in parental CHO-K1 cells. ATP-induced calcium, Fluo-8 fluorescence. inhibition, % at 3 µM. 360,000 compounds, 0.6% hits. AID 602250;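 active = inhibition above a per-plate cutoff, the plate's mean sample inhibition plus 3 SD, cut at about 24% in these data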;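 also: 0% = DMSO plus EC80 ATP and 100% = DMSO alone without ATP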
* hit, by the source's call; · = no result given; & = joins results of further samples.

SMILES	OXTR potentiate	CHO parental Ca	M1 antag	CHO-K1 Ca PAM	TAAR1 antagonist	M1 ag	CHO-K1 Ca ag	TAAR1 ag	CHO-K1 Ca antag
COc1cccc(NC(=S)NC2CC(C)(C)NC(C)(C)C2)c1	-1	-8	10	-11	-12	0	-0.3	3	26*
CCn1c(CCn2ccnc2C)n[nH]c1=S	-6	-6	30	6	0	28*	0.8	8	-18
Cc1ccc(C(=O)Nc2nc(=O)[nH]s2)cc1	2&-2	7&13	4&-3	4&10	7&4	-8&-7	-0.1&0.1	0&10	1&-5
CCOC(=O)c1c(-c2ccccc2)oc2ccc(OC(C)C(=O)O)cc12 (stereo not given)	-2	-11	-17	-8	4	-4	-0.1	2	-8
COc1cc(C)c(NC(=S)Nc2cccc(Cl)c2C)cc1OC	-8	-8	-12	17	-3	-4	-0.1	12	-9
CCOc1ccc(OCc2cccc(C(=O)N(CC)CC)c2)cc1	-6	-24	-2	-2	-7	-4	2.8	15	2
COc1ccc(CNC(=O)CN(Cc2ccc(C)cc2)C(=O)c2csnn2)cc1	1	-14	-3	1	3	-2	1.8	0	-13
O=[N+]([O-])c1ccccc1CS(=O)(=O)c1ccccc1	1	-5	14	-15	-7	0	-0.1	2	7
COc1ccc(C2=NS(=O)(=O)N(C)C(C(=O)NCc3ccccn3)=C2)cc1OC	-3	-7	-17	13	4	0	0.9	1	-11
COC(=O)c1cccc(C(=O)N2CCCC(Nc3ccc(C)c(C)c3)C2)c1 (stereo not given)	-1	-21	-7	17	-26	-3	1.7	0	-12
COc1ccc(CCNC(=O)C(=O)NCc2ccccc2)cc1OC	0	-9	-7	3	-14	-3	0.5	-3	-12
COc1cccc(=O)c2c(C)n(CC(=O)c3ccccc3)c(C)c12	-1	-12	4	2	-28	-4	0.9	26	-13
COc1ccc(NC(=S)N2c3ccccc3CC2C)cc1OC (stereo not given)	-11	-4	-1	10	20	-4	0.6	3	-11
O=C1CCC(=O)N1OCCCOc1ccccc1	-12	-6	-8	-7	5	-5	0.0	8	19
CC(C)(C)SCCNC(=O)c1ccccc1	-11	-8	-6	13	-4	-2	-0.1	8	-6
CN1CCCN(C2C3CC4CC(C3)CC2C4)CC1 (stereo not given)	-10	-17	11	10	6	-5	0.1	2	-1
COc1ccc(CN2CCC(Cc3ccccc3)CC2)cc1OC	-9	-18	25	-25	-17	-11	-0.1	3	14
CCOC(=O)CSc1nnc(NC(=O)CCc2ccccc2)s1	-5	-5	-4	-11	12	-1	0.0	1	4
O=C(c1cc(COc2ccc(F)cc2Cl)on1)N(Cc1ccncc1)CC1CCCO1 (stereo not given)	-10	-15	-15	5	6	-6	4.8	3	3
O=Cc1ccc(OC(=O)c2cc(Cl)nc3ccccc23)cc1	-12	2	-2	0	2	-1	0.1	-1	-4

Some of these compounds in order of the M1 ag value, high to low.
mol	OXTR potentiate	M1 antag	TAAR1 antagonist	M1 ag
O=[N+]([O-])c1ccccc1CS(=O)(=O)c1ccccc1	1	14	-7	0
COc1ccc(NC(=S)N2c3ccccc3CC2C)cc1OC (stereo not given)	-11	-1	20	-4
COc1ccc(CN2CCC(Cc3ccccc3)CC2)cc1OC	-9	25	-17	-11

Remaining list, next part:
SMILES	OXTR potentiate	CHO parental Ca	M1 antag	CHO-K1 Ca PAM	TAAR1 antagonist	M1 ag	CHO-K1 Ca ag	TAAR1 ag	CHO-K1 Ca antag
CCCCOC(=O)c1ccc(NC(=O)C2CCCO2)cc1 (stereo not given)	-17	-8	9	9	-1	-3	1.5	0	3
CCOC(=O)c1cnc2c(-c3ccccc3)c(C)nn2c1N	-9	3	1	8	-4	-2	0.6	8	-3
CCN(C[C@H]1N[C@@](C)(C(=O)OC)[C@H]2C(=O)N(Cc3ccccc3)C(=O)[C@@H]12)C(=O)c1ccc(F)cc1	-1	-18	10	-10	-4	-2	0.4	1	2
CC(=O)c1cccc(NC(=O)COC(=O)Cc2ccc(Cl)cc2)c1	·	·	-3	1	2	5	1.2	4	-10
OC[C@@H]1CN(Cc2ccccc2)C[C@H](n2cnc3c(NC4CCCC4)ncnc32)O1	·	·	-19	21	3	0	0.8	0	-4
COc1ccc(NC(=O)COC(=O)c2ccco2)c([N+](=O)[O-])c1	7	-5	1	20	10	-6	1.0	2	-8
COc1ccccc1C(=O)NCC(C)(C)CN=C1NS(=O)(=O)c2ccccc21	5	-19	0	-14	20	-6	3.0	11	-5
Cc1cc(C)c2c3c(cn2n1)c(=O)n(C)c(=O)n3C	-6	-1	-18	-2	1	-4	0.7	4	4
Cc1ccc(S(=O)(=O)N(C)c2c(C)ccc(S(=O)(=O)NC(C)(C)C)c2C)cc1	-14	-26	7	5	11	-6	-0.1	-1	-6
O=C(COC(=O)/C=C/c1cccc(Br)c1)NCCc1ccccc1	-3	-14	-2	0	-18	-3	0.7	0	-14
CN(Cc1cnc2nc(N)nc(N)c2n1)c1ccc(C(=O)NC(CCC(=O)O)C(=O)O)c2ccccc12 (stereo not given)	·	·	-9	-9	-30	3	0.0	4	-8
CC(=O)c1ccc(NC(=S)N(CCCN(C)C)Cc2ccccc2)cc1	-9	-12	44*	5	-11	-4	11	6	2
O=C(Cn1cnc2ccccc21)N/N=C/c1ccc([N+](=O)[O-])cc1	-3	-5	-5	9	13	-7	-0.1	1	3
O=C(CSc1nnc(NC(=O)c2cccc(F)c2)s1)NCC1CCCO1 (stereo not given)	-13	3	-5	7	-12	-2	0.8	10	-5
CCC(CC)C(=O)N(CCc1ccc(OC)cc1)Cc1nc2ccccc2c(=O)[nH]1	-6	-37	10	16	-4	-1	1.6	-3	-7
COc1cccc(NC(=S)NNC(=O)c2c([N+](=O)[O-])c(C)nn2C)c1	-6	5	-11	-7	6	-2	0.1	1	-2
COc1ccc(N/N=C(/C#N)S(=O)(=O)C(C)(C)C)cc1	-5	-10	-5	4	-9	-2	1.0	4	4
C[C@@H]1O[C@@H](Oc2c(-c3ccc(O)c(O)c3)oc3cc(O)cc(O)c3c2=O)[C@H](O)[C@H](O)[C@H]1O	-9	0	-17&6	22&-14	-22&-12	-2&2	1.1&-0.2	21&7	-2&-3
CC(=O)c1cccc(NC(=O)c2ccc([N+](=O)[O-])o2)c1	-4	-6	-5	14	-13	-3	1.1	0	1
CCn1c(SCC(=O)Nc2ccc(S(N)(=O)=O)cc2)nnc1-c1ccccc1OC	-2	-10	-2	6	11	-4	-0.1	2	-1
Cc1cc(C)n2c3c(c(C#N)c2n1)CC(C)(C)OC3	-5	-4	-26	10	0	-1	0.0	17	0
O=C(CSc1ncnc2[nH]ncc12)Nc1nc(-c2ccc(F)c(F)c2)cs1	-11	42*	22	-2	62*	4	15	24	18
Cc1cccc(NC(=O)CN2CCN(C(=O)CNC(=O)Cc3cccc4ccccc34)CC2)c1C	-7	-20	0	19	-16	-4	2.9	3	-2
COc1ccc(Cl)cc1NC(=O)CCNC(=O)OCc1ccccc1	0	-12	1	8	-6	-5	0.1	5	9
CC(=O)Nc1ccc2c(CSc3nncs3)cc(=O)oc2c1	-2	-1	-27	10	-9	-2	0.9	-3	-9
O=C1Nc2ccccc2SC1c1ccccc1 (stereo not given)	·	·	-7	12	-9	-8	0.0	4	-10
CCOc1ccc(C2C(=O)N(C3CCCCC3)CC(=O)N2CC2CCCO2)cc1OC (stereo not given)	1	-20	-10	10	-3	-5	0.9	12	-8
OCCN1CCN(CC#CCn2c3ccccc3c3ccccc32)CC1	-11	1	-7	24	2	-2	1.3	0	-7
COc1ccc(CCNC(=O)C2CC3Cn4c(nc5ccccc54)C3N2C)cc1 (stereo not given)	3	3	7	-22	-8	-4	-0.3	10	10
O=C(NCc1ccccn1)C1CC(c2ccccc2Cl)=NO1 (stereo not given)	-11	-6	-10	29	14	-1	3.8	-1	-16
O[C@@H]1C[C@H](c2ccccc2)N(CC2CCCCC2)C[C@H]1n1cc(C2CC2)nn1	·	·	-20	8	-10	-2	0.2	-2	-13
CCc1ccccc1N1CC23C=CC(O2)C(C(=O)O)C3C1=O (stereo not given)	-4	-7	-9	10	-9	-2	-0.2	0	7
COC(=O)c1ccc(-n2c(C)cc(C(=O)COC(=O)CC3Sc4ccccc4NC3=O)c2C)cc1 (stereo not given)	-3	-6	11	-6	37	-3	1.0	3	6
Cc1cccc(/C=C2\Sc3ccc(C(=O)N4CCCCC4)cc3N(C)C2=O)c1	-6	-20	-1	11	-1	-2	4.4	0	-10
CC(C)CCNC(=O)CN1N=C(c2ccc(Cl)cc2)CCC1=O	-2	-3	-10	6	-2	-6	-0.6	-2	0
Cc1csc2nc(CNS(=O)(=O)c3cccnc3)cn12	3	-8	-3	5	6	-2	0.1	11	-16
CN(Cc1cccs1)C(=O)COC(=O)CNC(N)=O	-3	2	-2	16	-15	-2	-0.3	8	-19

Random excerpt: 6 records from the list
SMILES	OXTR potentiate	CHO parental Ca	M1 antag	CHO-K1 Ca PAM	TAAR1 antagonist	M1 ag	CHO-K1 Ca ag	TAAR1 ag	CHO-K1 Ca antag
CCOc1ccc(C2C(=O)N(C3CCCCC3)CC(=O)N2CC2CCCO2)cc1OC (stereo not given)	1	-20	-10	10	-3	-5	0.9	12	-8
Cc1cccc(/C=C2\Sc3ccc(C(=O)N4CCCCC4)cc3N(C)C2=O)c1	-6	-20	-1	11	-1	-2	4.4	0	-10
COc1ccc(Cl)cc1NC(=O)CCNC(=O)OCc1ccccc1	0	-12	1	8	-6	-5	0.1	5	9
CCc1ccccc1N1CC23C=CC(O2)C(C(=O)O)C3C1=O (stereo not given)	-4	-7	-9	10	-9	-2	-0.2	0	7
O=C(NCc1ccccn1)C1CC(c2ccccc2Cl)=NO1 (stereo not given)	-11	-6	-10	29	14	-1	3.8	-1	-16
CC(C)CCNC(=O)CN1N=C(c2ccc(Cl)cc2)CCC1=O	-2	-3	-10	6	-2	-6	-0.6	-2	0

Assay outcomes: PubChem BioAssay, The Scripps Research Institute Molecular Screening Center

This is a random part of the collection; overall some 4.2% were active at least once.
